# Screens: PubChem BioAssay, National Center for Advancing Translational Sciences (NCATS)
# FBPA Giardia inh = qHTS Assay for Inhibitors of Fructose-1,6-bisphosphate Aldolase from Giardia Lamblia. Potency, µM (highest dose often 59.6 µM), without a hit: at the highest dose activity, negative = inhibition, hits mostly inhibitors. A8B2U2. purified Giardia FBPA. 0.71% of 290,000 active; note: potency is the fitted concentration of half-maximal effect; % is set by controls: 0 for no effect and ±100 for the full control effect; nearly all actives have a fitted effect of over 55% in size
# Target sequence (A8B2U2 whole entry, looked up): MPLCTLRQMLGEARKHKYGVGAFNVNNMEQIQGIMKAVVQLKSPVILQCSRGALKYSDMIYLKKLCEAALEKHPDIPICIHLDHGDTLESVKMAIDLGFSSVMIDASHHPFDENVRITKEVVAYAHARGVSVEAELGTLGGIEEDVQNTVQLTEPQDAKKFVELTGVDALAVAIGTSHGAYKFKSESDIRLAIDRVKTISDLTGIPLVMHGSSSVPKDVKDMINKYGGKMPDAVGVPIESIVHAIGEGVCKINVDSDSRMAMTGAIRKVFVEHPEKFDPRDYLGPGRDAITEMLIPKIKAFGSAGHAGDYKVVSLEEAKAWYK
#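 40 nM FBPA preincubated 10 min at RT with compound (up to 57.5 uM final), then substrate plus GAPDH/TPI/NAD/arsenate coupling and diaphorase/resazurin added. Fluorescence read after 20 min at RT, 525/598 nm.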
# CHX counter = Cycloheximide Counterscreen for Small Molecule Inhibitors of Shiga Toxin. cell reporter, cycloheximide protein synthesis inhibition counterscreen. max response, %. 12% of 300,000 active; in the data active = max response mostly above about 13%, no sharp cut-off; inactive = mostly below about 14%; note: read at 38.3 µM for the half of the compounds with a filed dose; 0% is about no effect
# Shiga toxin inh = A qHTS for Small Molecule Inhibitors of Shiga Toxin | Vero cells, Shiga toxin protein synthesis inhibition reporter | inhibition, % at 38.7 µM | 9.2% of 290,000 active | AID 2315, 2010; in the data active = inhibition mostly above about 28%, no sharp cut-off; inactive = mostly below about 43%; note: 0% is about no effect
# Pf growth 48h = Primary qHTS for delayed death inhibitors of the malarial parasite plastid, 48 hour incubation; Potency, µM (doses to about 28.7 µM), for inactives: at the top dose activity change, negative = inhibition, most hits filed as inhibitors; P. falciparum luciferase growth in erythrocytes, 48 h; 5.9% of 310,000 active; AID 504832, 2011; note: potency is the fitted concentration of half-maximal effect; % is set by controls: 0 for no effect and ±100 for the full control effect
#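 In quantitative HTS format, infected erythrocytes bearing luciferase-reporter parasites were treated for a single generation at 37 C. Luminescence after adding detection reagent served as the growth measure.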
# Sm TGR inh = qHTS Assay for the Inhibitors of Schistosoma Mansoni Peroxiredoxins | 3% of 360,000 active | Potency, µM (doses to about 114 µM), without a hit: at the top dose activity change, negative = inhibition, hits mostly inhibitors | purified TGR, DTNB reduction, TNB absorbance 405 nm | Schistosoma mansoni thioredoxin glutathione reductase (TGR), Q962Y6; note: potency is the fitted concentration of half-maximal effect; % is set by controls: 0 for no effect and ±100 for the full control effect; nearly all actives have a fitted effect of over 60% in size
#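 First, TGR (20 nM dispensed) and NADPH were mixed with compound. Second, a 15 min room-temperature incubation followed. Third, further NADPH and then DTNB were added to start the reaction. Finally, TNB absorbance was monitored kinetically.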
# Pf growth 96h = Primary qHTS for delayed death inhibitors of the malarial parasite plastid, 96 hour incubation. AID 504834, 2011. 6.9% of 320,000 active. P. falciparum luciferase reporter growth, 96 h. Potency, µM (series often up to 28.7 µM), for inactives: top-dose activity change, negative = inhibition, hits mostly inhibitors; note: potency is the fitted concentration of half-maximal effect; % is set by controls: 0 for no effect and ±100 for the full control effect
#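 P. falciparum expressing integrated firefly luciferase grown in erythrocytes (2% hematocrit, 0.05% parasitemia final) with compounds for 96 hours at 37 C, 5% CO2. Growth inhibition read as loss of luminescence after adding luciferase detection reagent.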
# * marks the source's active call; other numbers are inactive results; ? = inconclusive; nt = no result given; & = joins results of further samples; [ ] = another dose, or the depositor's remark. Unless noted, calls come from the whole dose curve; as a rule, active = well fitted curve in the direction sought with a large enough effect; inconclusive = small, poorly fitted or top-dose-only effect, or another doubt; inactive = no such curve, though single readings can be large; an effect the other way counts as inactive or inconclusive. Hits appear at their usual frequency, and some 24% of all compounds hit somewhere here.
# Results follow in this order: FBPA Giardia inh	CHX counter	Shiga toxin inh	Pf growth 96h	Sm TGR inh	Pf growth 48h
COc1ccc2cc(CCNC(=O)C3CC3)c(=O)[nH]c2c1
    -2%	-3	35	?	0%	?
Cc1ccc(Nc2nc(-c3cccs3)cs2)nc1
    -5%	31*	53	42%[activator]	-5%	324%[activator]
COC(=O)c1ccc(Oc2nc(NC(C)C)nc(N(C)C)n2)cc1
    2%	-3	4	?	1%	?
Clc1ccc2nc(-c3ccccn3)c(Nc3ccc4c(c3)OCO4)n2c1
    7%	-2	11	-1%	-22%	-21%
O=C(CN1CCCC1)Nc1ccc(F)c(Cl)c1
    ?	-2	18	?	0%	2%
CC(O)Cn1c(N2CCCC2)nc2c1c(=O)n(C)c(=O)n2C (configuration not stated)
    -1%	0	8	101%[activator]	-19%	-18%
COc1cccc(-c2cc(C(=O)N3CCCc4ccccc43)no2)c1
    1%	28*	46*	?	-11%	?
CCCNC(=O)c1cc(S(=O)(=O)N2CCCCC2)ccc1N1CCOCC1
    nt	nt	nt	-8%	-3%	?
Clc1ccc(CN2CCCCCCC2)cc1Cl
    ?	7	-2	20%	-8%	-6%
C/C(=N\NC(=O)c1cccc(F)c1)c1ccc(Br)s1
    4%	39*	24	3.7µM*	-1%	?
Cc1cccc(NCCC#N)c1
    2%	-2	5	43%[activator]	5%	16%
CCOC(=O)c1c(C)nc(C)c2c(=O)oc3ccccc3c12
    5%	33*	93*	0%	-2%	68%[activator]
COc1cc(OC)c2ccc(=O)oc2c1C(CCN1CCCC(C)C1)c1ccc(N(C)C)cc1 (configuration not stated)
    -6%&-2%	-2&-3	-7&-5	?	5%	?
COc1ccccc1CNC(=O)N[C@@H](Cc1ccccc1)C(=O)O
    1%	-3	-8	22%	1%	9%
Cc1cnc(=O)[nH]c1SCc1ccc([N+](=O)[O-])cc1
    -2%	-7	-4	?	-18%	11%
O=C(Cn1nc(C(=O)O)c2ccccc2c1=O)NCc1ccco1
    1%	12	-3	20%	0%	-9%
CCN(CC)S(=O)(=O)c1ccc(C)c(N=C=S)c1
    -4%	-2	12	-1%	40µM*	6%
c1ccc2c(c1)OCCOCCOCCOCCO2
    2%	-6	-2	nt	nt	nt
Cc1nn(C(=O)c2ccco2)c(C)c1Sc1ccc(Br)cc1
    -1%	-3	-8	-5%	0%	2%
COc1cc(/C=C(\NC(=O)c2ccccc2)C(=O)N2CC3CC(C2)c2cccc(=O)n2C3)cc(OC)c1OC (configuration not stated)
    6%	1	-13	-9%	-34%	-22%

# In the list so far, two contain two or more sulfur atoms.
# Results follow in this order: FBPA Giardia inh	CHX counter	Shiga toxin inh	Pf growth 96h	Sm TGR inh	Pf growth 48h
Cc1ccc(Nc2nc(-c3cccs3)cs2)nc1
    -5%	31*	53	42%[activator]	-5%	324%[activator]
CCN(CC)S(=O)(=O)c1ccc(C)c(N=C=S)c1
    -4%	-2	12	-1%	40µM*	6%

# Next entries
# Results follow in this order: FBPA Giardia inh	CHX counter	Shiga toxin inh	Pf growth 96h	Sm TGR inh	Pf growth 48h
COc1ccc(C2=NS(=O)(=O)N(C)C(C(=O)N3C(C)CCCC3C)=C2)cc1 (configuration not stated)
    -3%	0	12	?	0%	?
Cc1cccc2cc(/C=N/NC(=O)[C@H]3C[C@@H]3c3ccccc3)c(Cl)nc12
    6%	-1	-4	7%	2%	0%
O=C1/C(=C/c2ccccc2)Nc2ccccc21
    -11%	0	23	3.7µM*	-9%	?
CCOc1ccc2nc(NCCCNC(=O)c3cc(OC)c(OC)c(OC)c3)c(C#N)cc2c1
    -3%	-3	-9	?	11%	?
O=C(Cn1ncn2c(cc3ccccc32)c1=O)NCCc1cccs1
    nt	-3	16	15%	-11%	15%
CCNS(=O)(=O)c1ccc2nc(NC(=O)c3cccnc3)sc2c1
    4%	33*	84*	nt	3%	1%
Cc1ccc(NC(=O)CN2C(=O)N/C(=C/c3ccc(C)s3)C2=O)cc1
    2%	2	23	?	-20%	18%
CCC(C)C(=O)OC1CCC=C2C=CC(C)C(CCC3CC(O)CC(=O)O3)[C@@H]21 (some centres not stated)
    -1%	nt	nt	1%	nt	-2%
Cc1cccc(NC(=O)CC2NC3CCCCC3NC2=O)c1 (configuration not stated)
    14%	5	-24	-19%	-3%	23%
O=C(c1noc2c1CCCC2)N1CCN(c2ccccc2)CC1
    2%	21*	83	96%[activator]	-2%	10%
COC(=O)CC1C(=O)NCCN1C(=O)Nc1cccc(Cl)c1 (configuration not stated)
    1%	-3	-9	-6%	nt	11%
COc1ccccc1NCC(=O)N/N=C/C=C/c1ccccc1
    -24%	17	18	-1%	-4%	-6%
COc1ccc(CNC2c3ccccc3-c3ccccc32)cc1OC
    7%	-3	-1	?	-3%	?
O=C(C1CCC(CNS(=O)(=O)c2cccs2)CC1)N1CCCCC1 (configuration not stated)
    1%	-3	-14	-5%	2%	nt
O=C(Nc1cccc([N+](=O)[O-])c1)c1ccc2c(c1)OCO2
    -11%	36*	59*	200%[activator]	3%	136%[activator]
Cc1ccc(S(=O)(=O)N2CCN(C(=O)CCC(=O)NCCc3ccc(S(N)(=O)=O)cc3)CC2)c(C)c1
    5%	-5	34	-1%	5%	23%
COc1cccc(C(=O)NNC(=O)c2ccccc2Br)c1
    8%	-3	-6	7%	3%	49%[activator]
COc1ccc(S(=O)(=O)N2CCN(C3Cc4ccccc4C3)CC2)cc1
    -8%	8	14	10µM*	-7%	48%[activator]
COc1ccc(-c2[nH]ncc2CN(C)Cc2cnccn2)c(OC)c1
    0%	-7	11	5%	nt	6%
O=C(C1CCN(S(=O)(=O)c2cccs2)CC1)N(c1ccccn1)C1CCCCC1
    0%	7	23	0%	13%	-16%
CSCCC(CO)NC(=O)OCc1ccccc1 (configuration not stated)
    0%	2	-4	60%[activator]	-24%	4%
Cc1cccc(N2CCN(C(=O)c3ccc4ncsc4c3)CC2)c1C
    7%	30*	72*	nt	0%	26%
CCCCn1c(N)c(N(CC(C)C)C(=O)Cc2ccc3c(c2)OCCO3)c(=O)[nH]c1=O
    nt	nt	nt	-26%	-11%	?
CC(C)c1ccc(-c2c(NCCc3ccccc3)c(=O)c2=O)cc1
    5%	5	19	?	0%	0%
CC1=CC2=NC(=O)CC(C)(C(=O)N(CC(=O)NC(C)(C)C)Cc3cccs3)N2C=C1 (configuration not stated)
    3%	-2	-7	36%[activator]	-7%	1%
O=C(Nc1cccc(Cl)c1)c1cccc(N2C(=O)C3CC=CCC3C2=O)c1 (configuration not stated)
    1%	6	9	7%	-33%	?
Cc1onc(-c2ccccc2)c1C(=O)N1CCCCCC1
    nt	-2	-31	?	-11%	-5%
Cc1ccc(NC(=O)C2CCCN(S(=O)(=O)c3cccc4nonc34)C2)cc1 (configuration not stated)
    -3%	-1	-7	2.6µM*	-10%	21%
O=C1C=C(NCc2ccc(Cl)c(Cl)c2)C2(CCCCC2)O1
    6%	-4	-11	nt	-1%	-7%
CCNc1nc(NC(C)(C)C)nc(N(CC)n2cnnc2)n1
    2%	1	-16	nt	-17%	-26%
COC(=O)c1ccsc1NC(=O)CSc1nnnn1-c1ccccc1SC
    -5%	5	-7	4%	-1%	?
CCOC(=O)C1CCN(Cc2cnc(Oc3ccc(OC)cc3)s2)CC1
    0%	3	-11	9%	18%	30%[activator]
O=C(CSc1nnc(Cc2cc(=O)[nH]c(=O)[nH]2)n1-c1ccc(Cl)cc1)N1CCc2ccccc21
    -1%	-4	-5	?	-10%	2.9µM*
Cc1nc(C)c(-c2csc(Nc3ccccn3)n2)s1
    -9%	49*	112*	-9%	?	247%[activator]
CSc1ccc(CN(C)C(=O)C23CC4CC(CC(Cl)(C4)C2)C3)cc1
    -5%	-2	2	?	-2%	?
COc1cc(/C=N/Nc2ccc(Cl)cc2)ccc1OC(=O)c1cccs1
    -4%	16*	14	-18%	-32%	2%
CC(=O)c1cccc(NC(=O)Oc2ccccc2)c1
    3%	0	-15	-16%	-36%	-2%
CCCOc1ccc(C(C)=O)cc1Cc1c(O)[nH]c(=S)[nH]c1=O
    ?	-2	-6	?	-4%	-13%
Cc1ccc2ncccc2c1N
    -16%	4	12	-1%	4%	-25%
Cc1ccc(S(=O)(=O)NCc2cc(=O)n(C)c(=O)n2C)cc1C
    -2%	-1	4	47%[activator]	5%	24%

# Whole records from above:
# Profile of `O=C(Nc1cccc(Cl)c1)c1cccc(N2C(=O)C3CC=CCC3C2=O)c1` (configuration not stated) = FBPA Giardia inh: 1%; CHX counter: 6; Shiga toxin inh: 9; Pf growth 96h: 7%; Sm TGR inh: -33%; Pf growth 48h: ?
# Profile of `CCCOc1ccc(C(C)=O)cc1Cc1c(O)[nH]c(=S)[nH]c1=O` = FBPA Giardia inh: ?; CHX counter: -2; Shiga toxin inh: -6; Pf growth 96h: ?; Sm TGR inh: -4%; Pf growth 48h: -13%
# Profile of `O=C(CSc1nnc(Cc2cc(=O)[nH]c(=O)[nH]2)n1-c1ccc(Cl)cc1)N1CCc2ccccc21` = FBPA Giardia inh: -1%; CHX counter: -4; Shiga toxin inh: -5; Pf growth 96h: ?; Sm TGR inh: -10%; Pf growth 48h: 2.9µM*

# Limited to Shiga toxin inh, Pf growth 48h and FBPA Giardia inh (3 entries from above):
SMILES	Shiga toxin inh	Pf growth 48h	FBPA Giardia inh
CSCCC(CO)NC(=O)OCc1ccccc1 (configuration not stated)	-4	4%	0%
Cc1cccc(N2CCN(C(=O)c3ccc4ncsc4c3)CC2)c1C	72*	26%	7%
CCCCn1c(N)c(N(CC(C)C)C(=O)Cc2ccc3c(c2)OCCO3)c(=O)[nH]c1=O	nt	?	nt

# More entries:
# Results follow in this order: FBPA Giardia inh	CHX counter	Shiga toxin inh	Pf growth 96h	Sm TGR inh	Pf growth 48h
COc1ccc(OC)c(NS(=O)(=O)c2ccc(Cl)s2)c1
    -21%	-2	12	9%	-13%	-27%
COc1cccc(CN2CCNC(=O)C2CC(=O)N(C)Cc2cnccn2)c1OC (configuration not stated)
    -8%	-3	-5	6%	-31%	16%
COC(=O)N1c2ccccc2C=Cc2ccccc21
    6%	-3	-12	-90%	-15%	?
Cc1cc(Cl)ccc1OCCCC(=O)Nc1cccc(-n2cnnn2)c1
    nt	2	-14	-3%	12%	-3%

# Of the compounds above, two contain a furan ring, fused or not.
# Results follow in this order: FBPA Giardia inh	CHX counter	Shiga toxin inh	Pf growth 96h	Sm TGR inh	Pf growth 48h
O=C(Cn1nc(C(=O)O)c2ccccc2c1=O)NCc1ccco1
    1%	12	-3	20%	0%	-9%
Cc1nn(C(=O)c2ccco2)c(C)c1Sc1ccc(Br)cc1
    -1%	-3	-8	-5%	0%	2%
